# Screens deposited in PubChem BioAssay by NCI.
# NCI-60 one-dose screen, 48 h, at 10 µM unless noted. Numbers give growth in % (100 = growth as untreated, 0 = no growth, -100 = all killed).
# PC-3 = PC-3 prostate cancer cells; AID 1794754; 80,000 compounds, 3.9% hits
# SNB-75 = SNB-75 CNS cancer. AID 1794750. 79,000 compounds, 5% hits
# HCC-2998 = HCC-2998 colon cancer. 79,000 compounds, 4.7% hits
# SNB-19 = SNB-19 CNS cancer cells; 81,000 compounds, 2.5% hits
# DU-145 = DU-145 prostate cancer; 81,000 compounds, 4.2% hits; AID 1794760
# U251 = U251 CNS tumor cells. 80,000 compounds, 5.4% hits. AID 1794753
# SF-295 = SF-295 CNS cancer cells; 79,000 compounds, 5.6% hits
# SF-268 = SF-268 CNS cancer cells; 82,000 compounds, 3.1% hits; AID 1794759
# SF-539 = SF-539 CNS cancer | 81,000 compounds, 6.8% hits | AID 1794752
# * = called active by the depositor; · = not tested or not shown; & = joins results of further samples. How the source made its calls: active means growth percent below 10; inactive means the rest.
SMILES,PC-3,SNB-75,HCC-2998,SNB-19,DU-145,U251,SF-295,SF-268,SF-539
COc1cc(/C=C2\Cc3c(Br)cccc3C2=O)cc(OC)c1,84,96,122,104,103,94,94,97,96
Cc1cc(=O)c2c(N(C)C)cccc2[nH]1,85,93,99,98,99,92,82,101,100
OCc1cccc2ccccc12,·,86,108,113,108,108,117,107,96
OC(CNc1ncccn1)c1ccccc1 (configuration not stated),92,81,69,107,110,94,113,96,93
N#CCCCCN1CCCCC1,107,99,102,106,107,103,98,101,110
O=S(=O)(Nc1cc(Cl)c(F)c(Cl)c1)c1ccc(-c2cnc(C3CC3)o2)cc1,25,-4.2*,67,44,24,30,17,74,19
COc1ccc2nc3cc(Cl)ccc3c(N3CCN(c4ccnc(Cl)n4)CC3)c2c1,106,103,108,101,102,96,88,106,108
CC(C)(C)OC(=O)Nc1ccc(Nc2nc(NCCN3CCOCC3)ncc2[N+](=O)[O-])cc1,·,95,108,101,102,92,99,94,97
CCOC(=O)C(/C=N/C(=S)Nc1ccc(S(=O)(=O)Nc2ccccn2)cc1)=C(/O)c1ccccc1,97,79,100,105,·,95,94,98,93
COc1ccc(C2CC(c3cccc(Nc4nc(Cl)nc5cc(OC)c(OC)cc45)c3)=Nc3c(N)nc(N)nc3N2)cc1 (configuration not stated),63,94,83,70,89,17,60,86,92
CCNCc1ccc(O)c2ncccc12,23,31,46,24,37,18,40,35,25
O=C1CC(c2ccccc2)Sc2ccccc2N1 (configuration not stated),85,65,108,80,107,91,81,111,85
O=c1oc2ccccc2cc1-c1cc(-c2ccc3c(c2)OCO3)no1,91,83,94,87,99,98,107,93,96
CC(=O)OCCC(C)(C)C1CCCCC1,102,100,112,107,105,98,100,93,106
CCOC(=N)c1ccc(C(=N)OCC)cc1,103,103,109,91,103,102,92,98,98
Oc1c(Cl)cc(Cl)c(Cl)c1Cc1c(O)c(Cl)cc(Cl)c1Cl,-6.1*,47,7.5*,23,28,15,-42*,18,21
Cc1ccc(CCC=O)cc1,89,97,111,107,108,109,107,107,104
COc1cccc(/C=C2/C[C@]3(C)[C@H]4CC[C@@H]5[C@@H](C(=O)/C=C/c6cccc(OC)c6OC)CC[C@@]5(C)[C@]4(C)CC[C@H]3C(C)(C)C2=O)c1OC,70,76,104,100,111,·,100,101,94
CCOC(=O)c1c(NC(=O)c2ccc(C(C)C)cc2)sc2c(CN(C)C)c(O)ccc12,96,99,-56*,58,78,6.2*,4.4*,91,75
Cc1ccc2nc(-c3ccc(N4C(=O)/C(=C/c5ccc(F)cc5)N=C4c4ccccc4)cc3)sc2c1,60,91,86,88,69,78,70,55,91
Nc1[nH]c(=O)nc2c1cnn2-c1ccc(Cl)cc1,86,91,112,·,114,110,116,104,99
Nc1ncnc2c1ncn2C1OC(COC(c2ccccc2)(c2ccccc2)c2ccccc2)C(O)C1O (configuration not stated),89,76,79,96,73,100,48,100,103
CN1CCN(c2ccc3nc(/N=C/c4ccc5sc(-c6ccc(F)cc6)nc5c4)sc3c2)CC1,101,94,99,99,101,98,104,94,95
COc1cc(C)c(N)cc1N,93,60,109,100,104,106,110,105,103
CSc1nc(Sc2ccccc2)c(C#N)c(-c2cccc([N+](=O)[O-])c2)n1,99,75,112,98,106,·,105,93,107
COc1ccc2cc(C3=NN(C(N)=S)[C@@H](c4ccccc4)C3)ccc2c1,77,95,90,59,93,51,82,84,91
Nc1nc(N)c2c(n1)NC(c1ccc(F)cc1)C1CCc3ccccc3C1=N2 (configuration not stated),45,63,71,71,62,42,34,76,57
C=CCC(CCC)(C(=O)Nc1ccc2nc(C)cc(N)c2c1)C(=O)Nc1ccc2nc(C)cc(N)c2c1,91,97,102,100,109,99,94,106,101
Cc1cc(=O)oc2cc(N(C)C)ccc12,60,50,71,91,108,82,81,78,93
O=C(CN1CCN(c2cc3c(cc2F)c(=O)c(C(=O)O)cn3C2CC2)CC1)Nc1cc(=O)[nH]c(=O)[nH]1,99,·,98,97,112,106,87,100,97
COc1cc(OC)c(C(=O)/C=C/c2cccc(OC(C)=O)c2)cc1CC=C(C)C,36,78,73,101,69,45,98,70,91
O=C(Nc1ccc(Cl)cc1)C(=S)N1CCOCC1,98,93,92,95,107,97,100,100,97
CCOC(=O)CCC1=C(C)c2cc3cc(C)c(cc4cc(C)c(cc5nc(cc1n2)C(CCC(=O)OCC)=C5C)[nH]4)[nH]3,95,82,97,95,97,95,101,97,93
COc1ccc2[nH]c(O)c(N=NC(=O)c3ccc4nc(-c5ccc(Cl)cc5)[nH]c4c3)c2c1,59,94,65,30,66,-31*,103,27,68
Cc1cc(C)cc(NC(c2ccc(OC(F)F)c(OCC3CC3)c2)c2nnnn2C2CCCCC2)c1 (configuration not stated),76,78,98,91,94,85,88,83,94
Cc1ccccc1-c1csc(N)n1,91,88,100,94,114,90,·,108,89
COc1ccc(/C=C/C(=O)c2ccc(OC)c(S(N)(=O)=O)c2)c(C(F)(F)F)c1,11,38,-95*,-29*,16,-65*,38,16,-85*
CC(=O)Nc1nc(Cl)c([N+](=O)[O-])c(SCc2ccccc2)n1,90,93,·,100,119,107,112,100,·
O=C(c1cc(-c2ccc(F)cc2F)ccc1O)N1CCN(c2ccc(Br)cc2)CC1,78,92,105,86,94,91,81,85,93
COc1ccc(NC(=O)/C(=C/N2C(=O)/C(=C/c3ccc(OC)c(OC)c3)NC2=S)C(C)=O)cc1,62,38,89,73,96,57,94,78,85
O=C(O)CC1CCc2ccccc21 (configuration not stated),96,103,106,105,126,109,103,110,106
COc1ccc(C(C#N)C(=O)c2cc(OC)c3c(c2)OCCO3)cc1 (configuration not stated),100,96,119,123,110,104,88,105,105
O=C(Nc1ccc(Cl)cc1)c1cc(-c2ccc(F)cc2)c2sc(=O)[nH]c2n1,10,-5.1*,22,19,24,9.4*,9.6*,24,-4.0*
COc1ccc2nc(SCCC(=O)Nc3cc(OC)c(OC)c(OC)c3)n(-c3ccccc3C(F)(F)F)c(=O)c2c1,100,95,111,103,104,88,98,105,97
Cc1cc(C=O)c2c3c(oc2c1)C(=O)c1c(OC2CC(O)[C@@H](O)[C@H](C)O2)cccc1C3=O (some centres not stated),83,109,104,105,106,105,100,88,89
Cc1cc(C)n(C(=O)CNC(=O)Cn2c(=O)[nH]c3ccccc3c2=O)n1,86,104,108,107,112,98,94,105,99
CCOC(=O)c1nc2sc3c(c2c(=O)[nH]1)CCCC3,106,94,94,105,138,108,101,116,103
CCN(CC)c1ccc(/C=N/NC(=O)C[N+](C)(C)C)cc1,96,94,104,113,113,102,109,110,110
C(#CC1=CCCCC1)C1=CCCCC1,102,·,106,105,103,104,107,103,108
O=C(O)C(c1ccccc1)C1(O)CCCCCC1 (configuration not stated),105,105,106,104,122,105,112,107,100
CC(C)CSc1nc(N/N=C/c2cc(Cl)ccc2O)c(C#N)c(-c2ccc(F)cc2)n1,83,82,112,·,98,92,97,92,99
CC(C)N=C(N)/N=C(\N)Nc1ccc(Cl)cc1,96,64,89,95,94,90,105,109,89
COc1ccc(/C=C2\CCC3C(CCCC34OCCO4)C2=O)cc1 (configuration not stated),86,105,92,90,88,99,107,97,89
O=c1c2ccccc2ncn1CCOc1ccc(-c2ccccc2)cc1,102,94,109,100,108,·,16,101,101
COc1ccc(C2OC3=C(Nc4cc(C)c(C)cc4N3)C2=O)cc1 (configuration not stated),98,82,104,103,110,110,·,107,98
Cc1cc(C)c2c(N)nn(C(=O)c3ccc(Cl)cc3)c2n1,96,90,104,89,108,95,97,100,102
Nc1nc(N)c2cc(S(=O)(=O)c3ccccc3)ccc2n1,53&43,77&79,31,49&38,41&30,31&31,19,38&40,22&30
O=C(NCc1ccco1)c1ccc(C(=O)NCc2ccco2)cc1,100&105,79&91,105,97&101,113&102,97,103&96,94&102,101&97
Cn1cc(-c2csc(-c3ccc4ccccc4c3)n2)c2cc(Br)cnc21,91,89,102,101,107,88,96,101,101
Nc1ccc(C(=O)C[n+]2ccccc2)cc1,98,96,119,104,106,103,113,104,104

# Entries of single compounds from above:
# Nc1ccc(C(=O)C[n+]2ccccc2)cc1 in the list: PC-3: 98; SNB-75: 96; HCC-2998: 119; SNB-19: 104; DU-145: 106; U251: 103; SF-295: 113; SF-268: 104; SF-539: 104
# COc1ccc(/C=C2\CCC3C(CCCC34OCCO4)C2=O)cc1 (configuration not stated) in the list: PC-3: 86; SNB-75: 105; HCC-2998: 92; SNB-19: 90; DU-145: 88; U251: 99; SF-295: 107; SF-268: 97; SF-539: 89

# Further entries follow.
SMILES,PC-3,SNB-75,HCC-2998,SNB-19,DU-145,U251,SF-295,SF-268,SF-539
COc1ccc(NC(=S)NNC(=O)COc2ccc(-c3nc4ccccc4[nH]3)cc2OC)cc1,95,91,113,101,105,100,104,100,96
NNC(=O)CSc1nc2ccccc2[nH]1,97,77,104,100,103,100,105,93,95
CC[N+](CC)(CC)CCN1C(=O)CCC2(C)C1=CCC1C2CCC2(C)C1CCC2(C)O (configuration not stated),96,98,108,99,112,96,104,104,102
O=C(CCCCCCNC(=O)C(O)(O)C(F)(F)F)Nc1ncc(-c2ccc(Br)cc2)s1,11,36,-55*,2.5*,3.8*,-35*,-29*,1.9*,12
COc1ccc(S(=O)(=O)NCCNc2nccc(-c3c(-c4cccc(O)c4)nc4sccn34)n2)cc1,91,·,122,116,96,104,·,87,107
S=C(S)Nc1ccc(Cc2ccc(NC(=S)S)cc2)cc1,95,77,101,103,104,94,93,90,116
CC(=O)Nn1cc(C(=O)c2ccccc2O)cc(-c2ccccc2)c1=O,100,·,111,87,112,93,109,111,102
Clc1ccc2c(NCCCNc3nc(-n4ccnc4)nc4ccccc34)ccnc2c1,73,71,106,92,95,84,90,89,76
CC(C)OC(=O)Nc1cccc(Cl)c1Cl,98,95,130,105,107,97,·,111,101
N#Cc1cccc(C2C3=C(COC3=O)N(CCO)c3cc4c(cc32)CCC4)c1 (configuration not stated),23,44,13,23,3.9*,15,-7.0*,30,-10*
OC1(c2ccccc2)OC(c2ccccc2)(c2ccccc2)c2ccccc21 (configuration not stated),82,97,87,74,106,59,82,82,101
S=C(NCc1ccco1)NCc1ccco1,112,102,100,108,105,106,110,102,109
CN1CCN(Cc2ccc(NC(=O)c3cncc(C#Cc4[nH]nc5ncncc45)c3)cc2C(F)(F)F)CC1,81,78,44,97,57,77,97,74,43
COc1ccccc1/C=c1\sc2ncnn2c1=O,·,92,111,103,106,108,113,98,106
C[n+]1ccc2[nH]c3ccccc3c2c1,91,87,94,112,100,101,105,92,102
COc1cc(C2CC(c3ccccc3)=NN2C=O)ccc1Oc1nc2c(c(=O)n(C)c(=O)n2C)n1C (configuration not stated),73,92,78,62,59,87,62,56,117
COc1ccc2c(c1)OC1=C(C(=O)OC1)C2c1cc(OC)c2c(c1)OCO2 (configuration not stated),22,36,15,29,-18*,20,9.0*,20,1.8*
Cc1[nH]nc(-c2ccc(OCc3ccc(F)cc3)cc2O)c1Oc1ccccc1,72,78,99,94,94,94,102,97,98
Cc1ccc2c(c1)-c1cc(C)ccc1C2=O,102,87,102,96,124,105,100,104,100
COc1cc(F)c(/C=C/c2cc(/C=C/c3cc(OC)c(OC)cc3F)n(-c3ccc(OC(F)(F)F)cc3)n2)cc1OC,89,85,104,90,110,93,98,89,96
O=c1[nH]c(Cn2nnc(-c3ccccc3)n2)nc2sc3c(c12)CCCC3,103,99,73,102,104,102,137,109,106
O=C(O)COc1ccc(Cl)cc1C1CCCCC1,102,88,·,100,110,102,109,102,107
Cc1cc(-c2ccco2)c(C#N)c(=O)n1CC#N,108,71,103,95,107,103,101,106,101
CC1=CC(=O)NC2Sc3ccccc3N12 (configuration not stated),94,85,·,145,116,89,112,108,90
FC(F)(F)c1cccc(N=Nc2cccc(C(F)(F)F)c2)c1,93,96,85,98,106,112,117,92,93
Cc1ccc(-c2nc(SCC(=O)c3ccc(Br)cc3)[nH]c(=O)c2C#N)cc1,94,100,112,104,109,103,101,96,93
S=c1cc(S)c2ccccc2[nH]1,98&77,62&100,101&106,98&93,114&95,96,100&101,99&101,99&102
O=C(c1ccc(O)cc1)C1[C@H](c2ccccc2Br)[C@@H](c2ccccc2)NC12C(=O)Nc1ccc(Cl)cc12 (some centres not stated),2.9*,2.8*,-73*,17,32,-32*,-6.4*,28,8.2*
COc1ccc(C=CC(=O)c2ccc(-n3c(C)nc4c(cnn4-c4ccccc4)c3=O)cc2)cc1,65,98,87,82,83,74,66,92,78

# Four compounds drawn at random from those above:
SMILES,PC-3,SNB-75,HCC-2998,SNB-19,DU-145,U251,SF-295,SF-268,SF-539
CC[N+](CC)(CC)CCN1C(=O)CCC2(C)C1=CCC1C2CCC2(C)C1CCC2(C)O (configuration not stated),96,98,108,99,112,96,104,104,102
Cc1cc(C)cc(NC(c2ccc(OC(F)F)c(OCC3CC3)c2)c2nnnn2C2CCCCC2)c1 (configuration not stated),76,78,98,91,94,85,88,83,94
COc1ccc(/C=C/C(=O)c2ccc(OC)c(S(N)(=O)=O)c2)c(C(F)(F)F)c1,11,38,-95*,-29*,16,-65*,38,16,-85*
CC(C)N=C(N)/N=C(\N)Nc1ccc(Cl)cc1,96,64,89,95,94,90,105,109,89

# An excerpt of these results, as tab-separated lines.
compound	PC-3	SNB-75	HCC-2998	SNB-19	DU-145	U251	SF-295	SF-268	SF-539
Cc1cc(=O)oc2cc(N(C)C)ccc12	60	50	71	91	108	82	81	78	93
O=C(CN1CCN(c2cc3c(cc2F)c(=O)c(C(=O)O)cn3C2CC2)CC1)Nc1cc(=O)[nH]c(=O)[nH]1	99	·	98	97	112	106	87	100	97
